From PubChem BioAssay
L3MBTL1 block – L3MBTL1 (human) inhibition | Q9Y468 | Potency, µM (top dose mostly 57.1 µM), inactives show top-dose activity, negative = inhibition, actives largely listed as inhibitors | AlphaScreen L3MBTL1–H3K9me1 peptide binding | actives 0.66% (n = 230,000); also: nearly all actives have a fitted effect of over 60% in size
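L3MBTL1 50 nM + b-AHA-H3(1-15)K9me1 75 nM, 30 min RT; compound added, 30 min RT; streptavidin donor/Ni-chelate acceptor beads 10 ug/mL each final, 30 min RT dark; AlphaScreen read.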
GAA inh – inhibitors of human lysosomal alpha-glucosidase. actives 0.005% (n = 200,000). purified human GAA, 4-MU-alpha-glucoside fluorescence. AID 1466. Potency, µM (doses to about 76.9 µM), for inactives: at the highest dose activity change, negative = inhibition, usual class: inhibitors;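 also: plate controls were uninhibited enzyme wells for no effect and no-enzyme background for full effect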
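Fluorogenic assay: 4 nM human alpha-glucosidase with 400 uM 4-methylumbelliferyl-alpha-D-pyranoside in 50 mM citrate/phosphate, 0.005% Tween-20, pH 5.0, 20 min at room temperature. Compounds tested up to 77 uM; AC50 from Hill fits.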
TRb SRC2 PPI – disrupts binding of human TR beta to SRC2; Potency, µM (highest dose often 106 µM), inactives show top-dose activity change, negative = inhibition, hits mostly inhibitors; TRbeta-SRC2 peptide binding, fluorescence polarization; receptor liganded with 1 µM T3; actives 0.065% (n = 280,000);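 also: plate controls were bound peptide for no effect and peptide without receptor for full effect; nearly all actives have a fitted effect of over 50% in size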
Target sequence (P10828 whole entry, looked up): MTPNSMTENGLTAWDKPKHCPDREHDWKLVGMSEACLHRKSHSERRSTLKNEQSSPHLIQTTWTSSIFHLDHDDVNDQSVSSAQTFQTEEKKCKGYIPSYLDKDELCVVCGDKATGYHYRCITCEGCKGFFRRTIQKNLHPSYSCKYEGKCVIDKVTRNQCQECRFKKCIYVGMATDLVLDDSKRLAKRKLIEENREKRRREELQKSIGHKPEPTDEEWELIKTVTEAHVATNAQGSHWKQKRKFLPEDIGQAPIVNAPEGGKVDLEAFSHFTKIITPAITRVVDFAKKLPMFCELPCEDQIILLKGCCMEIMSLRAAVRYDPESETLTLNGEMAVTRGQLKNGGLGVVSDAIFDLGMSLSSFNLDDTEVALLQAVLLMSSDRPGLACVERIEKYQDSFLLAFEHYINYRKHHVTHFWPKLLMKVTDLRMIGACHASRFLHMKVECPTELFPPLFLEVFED
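TRb LBD 0.6 uM + Texas Red SRC2 peptide 20 nM, 1 uM T3, Tris buffer w/ 5% DMSO; compound pinned, 5 h RT; FP read ex 555/em 632; normalized to unbound and bound controls.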
RGS12 GoLoco inh – inhibitors of human Gai1-RGS12 GoLoco interaction (red fluorophore). P63096. Gai1:RGS12 GoLoco peptide FP, rhodamine, 10 min. Potency, µM (doses to about 61.6 µM), for inactives: top-dose activity, negative = inhibition, hits mostly inhibitors. actives 0.44% (n = 230,000). AID 880; active = well fitted inhibition curve with a large enough effect, not every such curve was filed as active; inactive = no such curve, though single readings can be large or run the other way; also: nearly all actives have a fitted effect of over 30% in size; many of its hits are not listed in these tables
Target sequence (P63096 whole entry, looked up): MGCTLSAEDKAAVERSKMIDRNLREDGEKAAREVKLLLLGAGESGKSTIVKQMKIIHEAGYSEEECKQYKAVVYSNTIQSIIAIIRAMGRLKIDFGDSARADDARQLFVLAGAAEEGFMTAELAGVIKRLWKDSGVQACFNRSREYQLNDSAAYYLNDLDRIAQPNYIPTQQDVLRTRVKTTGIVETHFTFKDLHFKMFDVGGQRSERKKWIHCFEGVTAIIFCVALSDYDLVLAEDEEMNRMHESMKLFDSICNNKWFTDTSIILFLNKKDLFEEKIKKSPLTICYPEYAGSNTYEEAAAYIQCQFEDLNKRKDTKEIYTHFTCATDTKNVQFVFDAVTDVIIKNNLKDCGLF
GAA spleen mod – inhibits or activates alpha-glucosidase in human spleen homogenate. human spleen homogenate, 4-MU-alpha-glucoside fluorescence. Potency, µM (highest dose often 79.9 µM), for the others: at the top dose activity change, negative = inhibition, actives largely listed as inhibitors. actives 0.006% (n = 240,000). AID 2112;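 also: 0% = enzyme with vehicle and -100% = no enzyme basal signal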
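Human spleen homogenate (1 ug) incubated with compounds and 1 mM 4-methylumbelliferyl-alpha-D-glucopyranoside in pH 5.0 citrate/phosphate buffer, 37 C, 40 min. Stopped at pH 10; 4-MU fluorescence (Ex 365/Em 440 nm); AC50 by Hill fit.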
RECQ1 helicase – RECQ1 (human) helicase inhibition | P46063 | RECQ1 DNA unwinding, red fluorescence kinetic read | Potency, µM (series often up to 57.3 µM), for inactives: top-dose activity, negative = inhibition, hits mostly inhibitors | actives 0.54% (n = 240,000) | AID 2549;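 also: plate controls were vehicle for no effect and no enzyme for full effect; nearly all actives have a fitted effect of over 30% in size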
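RECQ1T1 50 nM; forked duplex (20 bp + 30-nt ss tails) 200 nM, ATP 2 mM final; pH 8.0, 2 mM MgCl2, 2.5 ug/ml poly(dI-dC); 15 min compound preincubation; discontinuous kinetic read over 2 h at RT.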
GAA glycogen mod – alters human alpha-glucosidase cleavage of glycogen; recombinant GAA, glycogen substrate, Amplex Red glucose oxidase fluorescence; Potency, µM (series often up to 76.4 µM), without a hit: top-dose activity change, negative = inhibition, usual class: inhibitors; actives 0.38% (n = 300,000); AID 2100;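 also: 0% = full enzyme reaction and -100% = no-enzyme basal signal; the screen sought inhibitors and activators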
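qHTS, 1536-well; enzyme 4 nM final; cpd up to 77 uM; substrate bovine liver glycogen 30 ug; 50 mM citrate/phosphate pH 5.0, 0.01% Tween-20; 37 C, 40 min; Amplex Red detection 45 min RT; Hill fit → AC50.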
TexasRed fluor – alters Texas Red total fluorescence, flagging assay interference; Potency, µM (titrated, usually from 106 µM), for inactives: at the highest dose fluorescence change, negative = quenching; AID 1479; TRb/SRC2 Texas Red total fluorescence interference; actives 0.29% (n = 280,000); active = well fitted curve in either direction with a large enough effect; inconclusive = small, poorly fitted or top-dose-only effect
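Human TRβ ligand-binding domain (0.6 uM) and Texas Red SRC2 peptide (20 nM) in Tris buffer with 1 uM T3 and 5% DMSO were incubated with pinned compound for 5 hr at ambient temperature. Total fluorescence was computed as S + 2P (555/632 nm).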
Starred values were filed as active, the others as inactive; i = inactive; ? = inconclusive; nt = not tested or not shown; [ ] = remark or other dose. Unless noted, calls follow the shape of the dose curve; as a rule, active = well fitted curve in the direction sought with a large enough effect; inconclusive = small, poorly fitted or top-dose-only effect, or another doubt; inactive = no such curve, though single readings can be large; an effect the other way counts as inactive or inconclusive. Unless noted, % is scaled to controls: 0 for no effect and ±100 for the full control effect; potency is read from the fitted curve at half-maximal effect. A portion of the library; count on the stated rates, not on these rows.

A first look (three entries):
molecule	TRb SRC2 PPI	RECQ1 helicase	L3MBTL1 block	GAA spleen mod	GAA inh	RGS12 GoLoco inh	TexasRed fluor	GAA glycogen mod
COc1ccc(C(C)=O)cc1CSc1nnc(-c2ccncc2)n1C	1.7%	1.2%	nt	4.9%	0.4%	8.2%	-3.3%	-1.8%
O=C(CSC(=S)N1CCCCC1)Nc1ncc2c(n1)CCCC2=O	-3.6%	i	8.5%	-4.5%	nt	5.4%	-1.3%	-5.5%
CS(=O)(=O)N1CCN(c2nc(-c3ccccc3)cs2)CC1	-12.8%	-1.2%	nt	-11.7%	-0.6%	1.5%	-3.9%	1.3%

The listing (from the top)
molecule	TRb SRC2 PPI	RECQ1 helicase	L3MBTL1 block	GAA spleen mod	GAA inh	RGS12 GoLoco inh	TexasRed fluor	GAA glycogen mod
COc1ccc(C(C)=O)cc1CSc1nnc(-c2ccncc2)n1C	1.7%	1.2%	nt	4.9%	0.4%	8.2%	-3.3%	-1.8%
O=C(CSC(=S)N1CCCCC1)Nc1ncc2c(n1)CCCC2=O	-3.6%	i	8.5%	-4.5%	nt	5.4%	-1.3%	-5.5%
CS(=O)(=O)N1CCN(c2nc(-c3ccccc3)cs2)CC1	-12.8%	-1.2%	nt	-11.7%	-0.6%	1.5%	-3.9%	1.3%
CCOC(=O)CSc1nc2ccc(NC(C)=O)cc2s1	0.5%	i	-3.5%	9.2%	-2.5%	nt	1.6%	-14.1%
CS(=O)(=O)N(CC(=O)N1CCC(C(N)=O)CC1)C1CCCCC1	-13.2%	i	4.3%	-1.5%	-1.5%	9.7%	-3.6%	8.7%
CCC(=O)N1N=C(c2ccc(Cl)cc2)CC1c1ccco1 (centres undefined)	1.0%	-5.5%	-16.2%	0.8%	1.8%[15.4 µM]	2.7%	-0.9%	-1.7%
CCCc1[nH][nH]c(=O)c1C(c1ccc(Br)cc1)C(C#N)C#N (centres undefined)	-12.1%	0.6%	-1.3%	-9.3%	-7.5%	12.3%	0.6%	?
CC(C)CC1OCCC=CC1C (centres undefined)	3.6%[11.2 µM]	i[11.5 µM]	nt	6.3%[17.4 µM]	nt	nt	-13.4%[11.2 µM]	nt
Cc1cccc(CC(Cc2nc3ccccc3[nH]2)c2nc3ccccc3[nH]2)c1 (centres undefined)	0.8%	-21.1%	-4.3%	-15.2%	-13.4%	3.5%	0.6%	-8.5%
O=C(CCC(=O)Nc1ccccc1)NNC(=O)COc1ccccc1	-4.0%	-2.6%	2.2%	0.0%	1.1%	3.8%	0.7%	4.9%
Cn1c(=O)c2ncn(CC(=O)Nc3cc(C(F)(F)F)ccc3N3CCOCC3)c2n(C)c1=O	-3.7%	-11.3%	7.5%	-9.2%	-5.4%	-0.2%	-1.1%	-1.7%
CCC(=O)N1CCN(C(=O)c2ccccc2)CC1	-4.3%	-8.4%	-5.1%	-9.2%	nt	14.4%	-8.3%	nt
CCOC(=O)CN1C(=O)C(C)(C)Oc2ccc(C(=O)Nc3ccccc3OC)cc21	-11.6%	i	nt	-4.3%	-11.5%	7.5%	1.0%	4.4%
CN1CCc2c(sc(NC(=O)c3ccc(S(=O)(=O)N4CCc5ccccc54)cc3)c2C(N)=O)C1	0.4%	-6.7%	nt	-10.8%	nt	15.1%	-3.1%	-9.5%
COc1ccc(-n2c(=O)c3c4c(sc3n3c(=S)[nH]nc23)CCC4)cc1	-8.8%	-9.5%	2.3%	-2.7%	-1.6%[15.4 µM]	-24.3%	-1.4%	-9.3%
COc1cccc(C2=CC(c3ccc(N(C)C)cc3)n3nnnc3N2)c1 (centres undefined)	-1.1%	-8.8%	-5.5%	4.7%	1.5%	-9.1%	-6.3%	-1.2%
COc1ccc(C(=O)OCC2CC(c3ccccc3)N(C)O2)cc1 (centres undefined)	-3.2%	i	5.0%	-1.6%	-1.3%	0.7%	-7.8%	3.4%
CC(C)(CNC(=O)C1CCCN1C(=O)c1cccs1)N1CCOCC1 (centres undefined)	2.9%	-2.7%	nt	5.2%	-3.6%	4.7%	-0.6%	5.8%
CCC(=O)Nc1ccc(C(=O)N/N=C/c2ccc([N+](=O)[O-])cc2)cc1	12.0%	i	10.9%	-2.2%	7.0%	3.3%	-8.0%	-6.9%
CCOC(=O)CC(NC(=O)c1cc2cc(Cl)cc(Cl)c2oc1=O)c1cccc([N+](=O)[O-])c1 (centres undefined)	-7.4%	-2.4%	?	1.6%	4.0%	1.3%	-0.5%	-2.1%
C=CCN=C1NN=C(c2cc(C)n(CC=C)c2C)CS1	-3.3%	-3.3%	0.1%	-2.7%	5.4%	8.4%	-0.8%	2.2%
CN(C)C(=O)COc1ccc2ccc(=O)oc2c1	-8.9%	6.4%	nt	-7.3%	-2.2%	6.5%	-0.9%	2.8%
Cn1c(C(=O)Nc2ccc3c(c2)OCO3)cc2sccc21	-0.9%	-2.5%	-1.6%	5.5%	6.0%	2.5%	2.3%	-7.7%
O=C(CN1C(=O)CCC1=O)NCC12CC3CC(CC(C3)C1)C2	-18.8%	9.0%	nt	5.8%	11.4%	-5.5%	-1.3%	-7.7%
S=C(NCCc1ccccn1)NC1CC2CCC1C2 (centres undefined)	-4.0%	-10.9%	nt	1.7%	nt	4.7%	-8.0%	0.4%
CCCCN(c1ccccc1)S(=O)(=O)c1cccc(C(=O)O)c1	-1.6%	-7.2%	3.9%	0.7%	-5.4%	2.9%	-3.2%	2.2%
O=c1c2cc(NC(=S)NC3CCN(Cc4ccccc4)CC3)ccc2nc2n1CCCCC2	4.3%	-0.6%	-12.8%	5.7%	8.6%	-7.1%	0.4%	-10.3%
O=S(=O)(N1CCOCC1)n1cnc2ccccc21	-5.8%	-5.2%	nt	-1.2%	?	-5.6%	-0.6%	4.9%
O=C(NCCN1C(=O)S/C(=C\c2ccc(F)cc2)C1=O)C1CCN(S(=O)(=O)c2cccs2)CC1	-4.0%	6.1%	-8.9%	-0.5%	5.5%	-2.3%	-1.2%	4.8%
Cc1ccccc1OCC(=O)Nc1cccc(N(C)S(C)(=O)=O)c1	-4.9%	-8.9%	0.1%	-0.6%	-1.0%	-1.8%	-1.8%	-6.4%
CCOC(=O)Cc1csc(NC(=O)CSc2nnnn2-c2ccc(F)cc2)n1	4.4%	i	-0.4%	2.1%	-5.9%	3.0%	-4.1%	10.1%
Cc1c(C)n(C)c2ccc([N+](=O)[O-])cc12	2.0%	3.5%	-7.4%	-3.6%	-6.4%	-6.2%	-2.0%	-5.1%
Nc1nn(S(=O)(=O)c2ccccc2)cc1-c1cccc([N+](=O)[O-])c1	-8.7%	-0.1%	nt	1.0%	4.0%	-10.7%	-2.4%	18.1%
Cc1ccc(S(=O)(=O)CCc2nc3ccccc3s2)cc1C	-1.5%	3.8%	nt	3.1%	-0.6%	0.7%	-4.2%	1.3%
Nc1nc(-c2ccc3ccccc3c2)c(C2(O)C(=O)Nc3c(Br)cc(F)cc32)s1 (centres undefined)	-1.7%	7.1%	nt	-6.0%	-10.2%	-0.7%	-5.7%	1.9%
Cc1ccc(C)c(N2CCN(C(=S)Nc3ccc4nc(N5CCN(C)CC5)cc(C)c4c3)CC2)c1	-0.1%	-3.4%	nt	-1.3%	1.3%	0.8%	1.0%	?
O=C(O)/C=C/C(=O)Nc1ccc(Cc2ccc(NC(=O)/C=C/C(=O)O)cc2)cc1	-6.6%	-0.1%	nt	-0.6%	nt	1.6%	-1.8%	1.8%
Cc1cc(NS(=O)(=O)c2ccc(N3C(=O)C4C5C=CC(C5)C4C3=O)cc2)nc(C)n1 (centres undefined)	-15.5%	-8.9%	2.4%	8.4%	-8.6%	3.6%	-1.8%	-1.1%
COc1ccc(OCCSc2ncccn2)cc1	10.0%	-4.9%	5.0%[11.4 µM]	0.1%	6.5%	-3.1%	-2.6%	8.0%
COc1cccc(-c2cc(C(=O)NCCCn3ccnc3)c3ccccc3n2)c1	1.8%	-3.0%	-7.6%	-2.3%	0.5%	-4.4%	1.0%	6.7%
Cc1ccc(S(=O)(=O)NCC(=O)OCc2nnc(-c3ccccc3)o2)cc1C	-2.5%	12.9%	nt	-6.9%	-2.5%	9.2%	0.8%	-14.0%
CCCCOC(=O)N1CCOCCOCCOCC1	-1.8%	-10.2%	4.6%	1.2%	nt	3.4%	-2.6%	-0.1%
COc1ccc(-c2cc(CCCC(=O)NCCc3ccccc3)no2)cc1	-8.6%	i	nt	-5.2%	nt	-10.9%	-2.9%	0.6%
COc1cccc(C(Nc2ccccn2)c2c(NC(=O)c3ccco3)sc(C)c2C)c1 (centres undefined)	1.9%	-23.2%	-3.1%	3.1%	-9.3%	2.7%	-1.5%	?
CCOC(=O)c1ccccc1NC(=O)CSc1nnnn1C	-11.5%	i	-7.6%	-5.5%	2.4%	3.9%	-1.9%	4.3%
CCc1cc[n+](/C(C(=S)Nc2cccc(C)c2)=C(/[O-])c2ccc(C)c([N+](=O)[O-])c2)cc1	-23.8%	-4.5%	-8.2%	-28.0%	-6.7%	30.6%[activator]	-1.6%	-7.3%
O=C(NC1CC1)C1=C[C@@H](C2CC2)C[C@@H](OCc2ccc(CO)cc2)O1	10.3%	i	nt	4.6%	nt	8.5%	-0.8%	-2.6%
CC(=O)c1n[nH]nc1Nc1nc(C)cc(C)n1	-5.1%	1.1%	4.4%	-3.7%	5.0%	5.3%	-0.6%	-12.2%
